Assay outcomes: PubChem, several laboratories
aDG glyco up = increases alpha dystroglycan glycosylation | 0.22% of 360,000 active | activation, % at 10 µM | Pro5-aDG cells, alpha-DG glycosylation AlphaScreen (IIH6); 0% Pro5, 100% B10-LARGE cell signal;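 active = activation of at least 8% versus controls, or a plate z-score of at least 8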;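 also: Pro5 are CHO cells carrying HIG-tagged alpha-DG that lacks glycosylation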
Vif imaging = blocks HIV Vif function. HEK293T cells, Vif self-association by quenched fluorescence, imaging, 24 h. inhibition, % at 7.49 µM. 0.35% of 340,000 active; in the data active = inhibition above about 50%, passing the limit was not always enough; also: some results filed as inactive read as strong as hits
MC4R ag barr = human MC4R agonism via beta-arrestin; P32245; activation, % at 8.9 µM; 0.98% of 360,000 active; AID 540308; U2OS MC4R beta-arrestin complementation, luminescence; percent of melanotan II response, DMSO zero;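 active = activation above a per-plate cutoff, the mean activation of sample wells on that plate plus 3 SD, cut at about 8% in these data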
Target sequence (P32245 whole entry, looked up): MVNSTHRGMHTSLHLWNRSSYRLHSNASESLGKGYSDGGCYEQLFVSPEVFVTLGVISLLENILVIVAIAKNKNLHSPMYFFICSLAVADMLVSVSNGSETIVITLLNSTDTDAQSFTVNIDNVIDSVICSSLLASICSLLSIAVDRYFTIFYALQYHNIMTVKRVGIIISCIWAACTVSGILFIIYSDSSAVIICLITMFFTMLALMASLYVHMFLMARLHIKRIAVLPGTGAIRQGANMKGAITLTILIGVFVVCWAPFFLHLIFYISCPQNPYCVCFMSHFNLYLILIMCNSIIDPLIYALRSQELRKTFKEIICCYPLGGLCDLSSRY
ABHD5-PLIN5 inh = blocks binding of human ABHD5 to perilipin-5. Split G. princeps luciferase complementation, luminescence, 4 h. Q00G26+Q8WTS1. 0.78% of 360,000 active. AID 602281. inhibition, % at 4 µM;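 active = inhibition above the mean inhibition across every tested compound plus 3 SD, cut at about 22% in these data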;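 also: 0% = DMSO only wells and the 100% control is not disclosed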
MC4R antag cAMP = antagonists of human melanocortin 4 receptor (MC4R). 0.48% of 360,000 active. inhibition, % at 6.5 µM. P32245. MC4R-expressing cells, MTII-stimulated cAMP, LANCE TR-FRET;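 active = inhibition above its plate's cutoff, the mean of tested wells on that plate plus 3 SD, cut at about 29% in these data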;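 also: 0% = Melanotan II alone and 100% = Melanotan II plus saturating MCL0020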
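System: U2OS cells stably expressing human melanocortin 4 receptor (MC4R). Reagent: Melanotan II challenge after compound preincubation. Doses: 6.5 µM. Times: 30-min compound, 1-h challenge, 1-h detection, room temperature. Measured by: TR-FRET with Eu-cAMP and labeled anti-cAMP, 671 nm. Replicates: singlicate.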
Exocytosis inh = lytic granule exocytosis inhibition; TALL-104 LAMP-1 surface exposure, flow cytometry; cells stimulated with thapsigargin and PMA; inhibition, % at 10 µM; 0.66% of 360,000 active; AID 651702;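 active = inhibition above about 55%, limit read from the data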
ABCB6 inh MLPCN = blocks the human ABCB6 transporter | AID 602162 | 0.19% of 360,000 active | Q9NP58 | K562-ABCB6 porphyrin accumulation, flow cytometry, 1 h; active compounds read low | fluorescence ratio to DMSO, % at 10 µM;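 active = fluorescence ratio to DMSO below 75%, the collection mean minus 3 SD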;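 also: signal is porphyrin accumulated inside mitochondria; 100% equals median channel fluorescence of DMSO control wells; lower ratio means ABCB6 inhibition with less porphyrin fluorescence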
Glyco luc inh = N-linked glycosylation inhibition | D54 ERlucT glycosylation luciferase reporter, 24 h; percent of 100 nM tunicamycin response | reporter increase, % at 12.5 µM | 0.23% of 360,000 active;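 active = mean luciferase reporter signal, scaled so untreated is 0 and the glycosylation-blocking control 100, at or above a set limit in every replicate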;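 also: luciferase carries N-glycosylation sites so blocking glycosylation raises the light; 0% = median of neutral control wells and 100% = median of 100 nM tunicamycin wells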
TLR9-MyD88 block = TLR9-MyD88 interaction inhibition; inhibition, % at 4.98 µM; Q9NR96+Q99836; 0.21% of 340,000 active; CHO BLA complementation TLR9-MyD88, CCF4 FRET ratio;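 active = inhibition above the mean over all tested compounds plus 3 SD, cut at about 21% in these data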;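 also: 0% = DMSO only wells and 100% = clavulanate BLA inhibitor control wells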
NOD2 RIPK2 PPI = blocks binding of human NOD2 to RIPK2 | O43353 | CHO BLA complementation NOD2-RIPK2, CCF4 ratio | inhibition, % at 4.98 µM | 0.38% of 360,000 active | AID 624267; in the data active = inhibition above about 21%;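 also: 0% = vehicle only and 100% = reference blocker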
Target sequence (O43353 whole entry, looked up): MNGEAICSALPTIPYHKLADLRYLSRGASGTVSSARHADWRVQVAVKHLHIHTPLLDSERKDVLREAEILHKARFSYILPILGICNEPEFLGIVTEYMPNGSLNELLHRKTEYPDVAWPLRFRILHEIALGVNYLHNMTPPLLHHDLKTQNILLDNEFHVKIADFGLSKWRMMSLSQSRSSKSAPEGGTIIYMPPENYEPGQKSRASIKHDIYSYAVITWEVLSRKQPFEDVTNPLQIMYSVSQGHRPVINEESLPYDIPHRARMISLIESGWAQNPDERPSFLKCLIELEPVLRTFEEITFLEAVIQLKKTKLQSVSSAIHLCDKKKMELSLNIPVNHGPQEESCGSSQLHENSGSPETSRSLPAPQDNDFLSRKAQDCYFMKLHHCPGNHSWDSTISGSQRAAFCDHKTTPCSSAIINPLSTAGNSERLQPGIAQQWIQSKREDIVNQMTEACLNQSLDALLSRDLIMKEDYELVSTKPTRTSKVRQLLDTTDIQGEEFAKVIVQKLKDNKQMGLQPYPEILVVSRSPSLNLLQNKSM
* hit, by the source's call. The list is partial. The share of hits here may be higher or lower than overall.

What do the screens show for `Cc1nn(-c2ccccc2)c(C)c1CNC(=O)c1ccc(S(=O)(=O)NCc2ccco2)cc1`?
aDG glyco up: 0.0; Vif imaging: 7; MC4R ag barr: -1.3; ABHD5-PLIN5 inh: 1; MC4R antag cAMP: 14; Exocytosis inh: 10; ABCB6 inh MLPCN: 103; Glyco luc inh: -1; TLR9-MyD88 block: -11; NOD2 RIPK2 PPI: 1

Results for COc1ccc(S(=O)(=O)N(CC(C)C)C2CCS(=O)(=O)C2)cc1OC (stereo unspecified) ?
aDG glyco up: -0.1; Vif imaging: -13; MC4R ag barr: -2.2; ABHD5-PLIN5 inh: -6; MC4R antag cAMP: -2; Exocytosis inh: 3; ABCB6 inh MLPCN: 94; Glyco luc inh: 4; TLR9-MyD88 block: -6; NOD2 RIPK2 PPI: -1

What do the screens show for `CCOc1ccc(C(=O)NCC(=O)OCCCC(=O)c2ccc(F)cc2)cc1OCC`?
aDG glyco up: 0.3; Vif imaging: -3; MC4R ag barr: 0.4; ABHD5-PLIN5 inh: 6; MC4R antag cAMP: 11; Exocytosis inh: -13; ABCB6 inh MLPCN: 94; Glyco luc inh: 3; TLR9-MyD88 block: -1; NOD2 RIPK2 PPI: -5

What do the screens show for `C=CC[C@H](CC(=O)OC(C)(C)C)C(=O)OC[C@@H]1CCCN1C(=O)[C@H](CC=C)CC(=O)N[C@H](CO)Cc1ccccc1`?
aDG glyco up: 0.6; Vif imaging: -15; MC4R ag barr: -1.6; ABHD5-PLIN5 inh: 4; MC4R antag cAMP: 11; Exocytosis inh: 19; ABCB6 inh MLPCN: 93; Glyco luc inh: -1; TLR9-MyD88 block: -7; NOD2 RIPK2 PPI: 4

How did Cc1ccccc1CN1CCN(CC(=O)NCc2ccc3c(c2)OCO3)C1=O do in these assays?
aDG glyco up: 0.3; MC4R ag barr: -0.1; ABHD5-PLIN5 inh: -2; MC4R antag cAMP: -8; Exocytosis inh: 1; ABCB6 inh MLPCN: 103; Glyco luc inh: 2; TLR9-MyD88 block: -8; NOD2 RIPK2 PPI: -7

What do the screens show for `CC(OC(=O)C1CC(=O)N(Cc2ccco2)C1)C(=O)Nc1cccc(C#N)c1` (stereo unspecified)?
aDG glyco up: 0.1; Vif imaging: 15; MC4R ag barr: -3.0; ABHD5-PLIN5 inh: 7; MC4R antag cAMP: 13; Exocytosis inh: -4; ABCB6 inh MLPCN: 91; Glyco luc inh: -1; TLR9-MyD88 block: -2; NOD2 RIPK2 PPI: -1

What do the screens show for `Cc1cnc(NC(=O)CSc2nnc(COc3ccccc3)o2)s1`?
aDG glyco up: 0.1; Vif imaging: 5; MC4R ag barr: 0.3; ABHD5-PLIN5 inh: -20; MC4R antag cAMP: 1; Exocytosis inh: 9; ABCB6 inh MLPCN: 96; Glyco luc inh: 2; TLR9-MyD88 block: 2; NOD2 RIPK2 PPI: -6

What do the screens show for `CCn1c(=S)[nH]c2nc3c(cc2c1=O)CCCC3`?
aDG glyco up: 0.3; Vif imaging: 10; MC4R ag barr: -1.4; ABHD5-PLIN5 inh: -1; MC4R antag cAMP: -2; Exocytosis inh: -5; ABCB6 inh MLPCN: 95; Glyco luc inh: 0; TLR9-MyD88 block: -4; NOD2 RIPK2 PPI: 0

What do the screens show for `COc1cc(OC)c(-c2nc(-c3ccncc3)no2)cc1OC`?
aDG glyco up: 0.0; Vif imaging: -3; MC4R ag barr: -1.4; ABHD5-PLIN5 inh: 1; MC4R antag cAMP: 3; Exocytosis inh: 5; ABCB6 inh MLPCN: 97; Glyco luc inh: -1; TLR9-MyD88 block: -9; NOD2 RIPK2 PPI: 6

How did CC(=O)NC(=S)NNC(=O)COc1ccc([N+](=O)[O-])cc1 do in these assays?
aDG glyco up: -0.1; Vif imaging: -1; MC4R ag barr: -2.1; ABHD5-PLIN5 inh: 0; MC4R antag cAMP: 7; Exocytosis inh: -9; ABCB6 inh MLPCN: 103; Glyco luc inh: 2; TLR9-MyD88 block: 1; NOD2 RIPK2 PPI: -1

How did CCOC(=O)c1c(S(=O)(=O)NCC(=O)Nc2cccc(C)n2)c(C)n(C)c1C do in these assays?
aDG glyco up: 0.6; Vif imaging: 7; MC4R ag barr: -0.6; ABHD5-PLIN5 inh: 1; MC4R antag cAMP: 1; Exocytosis inh: -1; ABCB6 inh MLPCN: 97; Glyco luc inh: 0; TLR9-MyD88 block: -8; NOD2 RIPK2 PPI: 4

Results for O=C(CN1C(=O)CNC1=O)Nc1ccc(Cl)cc1 ?
aDG glyco up: 0.0; Vif imaging: -17; MC4R ag barr: -1.9; ABHD5-PLIN5 inh: 3; MC4R antag cAMP: 12; Exocytosis inh: -6; ABCB6 inh MLPCN: 98; Glyco luc inh: 1; TLR9-MyD88 block: -4; NOD2 RIPK2 PPI: -2

Results for COc1ccc(N(C)S(=O)(=O)c2cccc(C(=O)NCC(c3cccs3)N(C)C)c2)cc1 (stereo unspecified) ?
aDG glyco up: -0.3; Vif imaging: 0; MC4R ag barr: -3.3; ABHD5-PLIN5 inh: 9; MC4R antag cAMP: 11; Exocytosis inh: 3; ABCB6 inh MLPCN: 101; Glyco luc inh: -2; TLR9-MyD88 block: 3; NOD2 RIPK2 PPI: 7

What do the screens show for `CCCN1CCC(NC(=O)Nc2ccc(OC)c(OC)c2)CC1`?
aDG glyco up: -0.2; Vif imaging: 4; MC4R ag barr: 1.2; ABHD5-PLIN5 inh: -3; MC4R antag cAMP: 1; Exocytosis inh: -6; ABCB6 inh MLPCN: 93; Glyco luc inh: -2; TLR9-MyD88 block: 4; NOD2 RIPK2 PPI: -4

What do the screens show for `CC(C)Sc1nnc(NC(=O)c2ccc3c(c2)OCO3)s1`?
aDG glyco up: 0.0; Vif imaging: 11; MC4R ag barr: 0.9; ABHD5-PLIN5 inh: -3; MC4R antag cAMP: -2; Exocytosis inh: 0; ABCB6 inh MLPCN: 102; Glyco luc inh: -5; TLR9-MyD88 block: 9; NOD2 RIPK2 PPI: -2

What do the screens show for `O=C(NCC1CCCCC1)c1cc(S(=O)(=O)N2CCCCC2)ccc1Cl`?
aDG glyco up: 1.0; Vif imaging: -4; MC4R ag barr: -2.2; ABHD5-PLIN5 inh: 6; MC4R antag cAMP: 3; Exocytosis inh: 5; ABCB6 inh MLPCN: 97; Glyco luc inh: -1; TLR9-MyD88 block: -2; NOD2 RIPK2 PPI: -2

Results for Cc1ccc(CCCOC(=O)CN2CCCCC2)cc1 ?
aDG glyco up: -0.1; Vif imaging: -12; MC4R ag barr: -0.1; ABHD5-PLIN5 inh: 2; MC4R antag cAMP: 0; Exocytosis inh: 0; ABCB6 inh MLPCN: 95; Glyco luc inh: 1; TLR9-MyD88 block: -12; NOD2 RIPK2 PPI: -3

Results for O=C1CC(C(=O)Nc2cc(Cl)ccc2Cl)n2ncnc2N1 (stereo unspecified) ?
aDG glyco up: 0.0; Vif imaging: 0; MC4R ag barr: -0.4; ABHD5-PLIN5 inh: -1; MC4R antag cAMP: 17; Exocytosis inh: -8; ABCB6 inh MLPCN: 98; Glyco luc inh: 2; TLR9-MyD88 block: -4; NOD2 RIPK2 PPI: -2

How did Cc1noc(C)c1S(=O)(=O)N(CC(=O)Nc1ccc2c(c1)OCCO2)c1ccc(C(C)C)cc1 do in these assays?
aDG glyco up: -0.1; Vif imaging: -17; MC4R ag barr: 4.3; ABHD5-PLIN5 inh: 4; MC4R antag cAMP: 15; Exocytosis inh: 7; ABCB6 inh MLPCN: 95; Glyco luc inh: -7; TLR9-MyD88 block: -6; NOD2 RIPK2 PPI: -4

How did COc1cc(C=O)ccc1OCCCOc1ccccc1C(=O)O do in these assays?
aDG glyco up: 1.7; Vif imaging: 4; MC4R ag barr: -0.7; ABHD5-PLIN5 inh: 6; MC4R antag cAMP: -2; Exocytosis inh: 2; ABCB6 inh MLPCN: 91; Glyco luc inh: -20; TLR9-MyD88 block: 1; NOD2 RIPK2 PPI: 10

How did Cc1cc(C)c(S(=O)(=O)Nc2cccc(C(=O)O)c2)cc1S(=O)(=O)Nc1cccc(C(=O)O)c1 do in these assays?
aDG glyco up: 0.0; Vif imaging: 5; MC4R ag barr: 2.3; ABHD5-PLIN5 inh: 7; MC4R antag cAMP: 11; Exocytosis inh: -16; ABCB6 inh MLPCN: 99; Glyco luc inh: 1; TLR9-MyD88 block: 1; NOD2 RIPK2 PPI: -6

Results for O=C(Cc1ccccc1F)NCC1(N2CCOCC2)CCCCC1 ?
aDG glyco up: -0.2; Vif imaging: -17; MC4R ag barr: 0.9; ABHD5-PLIN5 inh: 6; MC4R antag cAMP: 3; Exocytosis inh: 1; ABCB6 inh MLPCN: 91; Glyco luc inh: -2; TLR9-MyD88 block: -3; NOD2 RIPK2 PPI: -12

What do the screens show for `Cc1ccn2c(C(=O)N/N=C\c3ccc4c(c3)OCO4)c(C)nc2c1`?
aDG glyco up: -0.1; Vif imaging: -3; MC4R ag barr: -0.9; ABHD5-PLIN5 inh: 3; MC4R antag cAMP: -4; Exocytosis inh: -2; ABCB6 inh MLPCN: 102; Glyco luc inh: -1; TLR9-MyD88 block: 5; NOD2 RIPK2 PPI: -3

What do the screens show for `COc1ccccc1NC(=O)CN1CC(=O)Nc2ccccc21`?
aDG glyco up: -0.2; Vif imaging: 0; MC4R ag barr: -2.9; ABHD5-PLIN5 inh: 2; MC4R antag cAMP: 14; Exocytosis inh: 5; ABCB6 inh MLPCN: 101; Glyco luc inh: 2; TLR9-MyD88 block: -2; NOD2 RIPK2 PPI: -8

Results for COc1cccc(CC(=O)NCCCSc2ccccc2)c1 ?
aDG glyco up: -0.6; Vif imaging: -8; MC4R ag barr: -4.2; ABHD5-PLIN5 inh: 8; MC4R antag cAMP: 4; Exocytosis inh: 2; ABCB6 inh MLPCN: 97; Glyco luc inh: -1; TLR9-MyD88 block: 1; NOD2 RIPK2 PPI: -5

Results for NC(=O)c1ccsc1NC(=O)COC(=O)c1cccnc1Cl ?
aDG glyco up: 0.0; Vif imaging: 7; MC4R ag barr: -1.2; ABHD5-PLIN5 inh: -3; MC4R antag cAMP: -3; Exocytosis inh: -3; ABCB6 inh MLPCN: 95; Glyco luc inh: 1; TLR9-MyD88 block: -4; NOD2 RIPK2 PPI: -5

Results for COCCC(=O)N1CCOCC1c1cc(C(=O)NCc2ccccc2)no1 (stereo unspecified) ?
aDG glyco up: -0.1; Vif imaging: 1; MC4R ag barr: -0.7; ABHD5-PLIN5 inh: -14; MC4R antag cAMP: -4; Exocytosis inh: -2; ABCB6 inh MLPCN: 97; Glyco luc inh: 0; NOD2 RIPK2 PPI: -17

Results for O=C(O)c1ccc(N2C(=O)/C(=C/c3ccc(-c4ccc([N+](=O)[O-])cc4)o3)C=C2c2ccccc2)cc1 ?
aDG glyco up: -0.6; Vif imaging: 6; MC4R ag barr: -0.9; ABHD5-PLIN5 inh: 6; MC4R antag cAMP: 10; Exocytosis inh: 56*; ABCB6 inh MLPCN: inactive; Glyco luc inh: 3; TLR9-MyD88 block: -1; NOD2 RIPK2 PPI: -1
